Rab2 wt GTP – changes GTP binding to wildtype dog Rab2A, up or down | P61105 | GST-Rab2 wt beads, Bodipy-GTP binding, flow cytometry | AID 760 | GTP binding activity, % at 10 µM | 190,000 compounds, 0.19% hits;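 active = GTP binding activity at least 20 points away from 100%, either lowered or raised; inconclusive = signal likely due to the compound's own green fluorescence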;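 note: 0% = beads with excess unlabeled GTP and 100% = no-compound control corrected for plate trend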
Bim-Mcl-1 – disrupts Bim peptide binding to human Mcl-1 | Q07820 | Bead-based flow cytometry, Bim peptide-Mcl-1 binding | inhibition, % at 10 µM | 190,000 compounds, 0.1% hits | AID 1009; in the data active = inhibition above about 40%;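 note: 0% = no compound tracer wells and 100% = peptide blocker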
Target sequence (Q07820 whole entry, looked up): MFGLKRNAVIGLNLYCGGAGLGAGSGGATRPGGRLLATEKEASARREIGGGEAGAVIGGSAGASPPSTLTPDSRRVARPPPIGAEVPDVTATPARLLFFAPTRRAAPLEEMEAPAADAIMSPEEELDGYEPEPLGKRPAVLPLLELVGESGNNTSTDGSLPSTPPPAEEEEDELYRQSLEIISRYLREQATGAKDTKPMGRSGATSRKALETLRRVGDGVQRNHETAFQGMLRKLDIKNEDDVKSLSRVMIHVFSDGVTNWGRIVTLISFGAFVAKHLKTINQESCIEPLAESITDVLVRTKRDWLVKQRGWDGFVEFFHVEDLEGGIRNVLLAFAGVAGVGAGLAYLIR
Pf gametocyte – kills late stage P. falciparum gametocytes | 150,000 compounds, 0.065% hits | P. falciparum stage V gametocytes, ATP luminescence, 24 h | AID 743093 | inhibition, % at 10.9 µM;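 active = inhibition above the mean plus 3 SD of compounds within the control limits, set per campaign, cut at about 38% in these data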;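 note: 0% = DMSO wells and 100% = medium only without gametocytes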
Cdc42 wt GTP – changes GTP binding to wildtype human Cdc42; 190,000 compounds, 0.2% hits; P60953; percent activity (GTP binding), % at 10 µM; AID 761; GST-Cdc42 beads, Bodipy-GTP binding, flow cytometry; actives lie on both sides;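 active = percent activity GTP binding at least 20 points away from the 100% baseline, either down as inhibitor or up as activator; inconclusive = compound flagged as likely green fluorescent from well-wide comparison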;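 note: median bead fluorescence of bound Bodipy-FL-GTP at 100 nM; 0% = excess unlabeled GTP control and 100% = no compound control; below 100% means less GTP binding so inhibitor and above means activator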
Target sequence (P60953 whole entry, looked up): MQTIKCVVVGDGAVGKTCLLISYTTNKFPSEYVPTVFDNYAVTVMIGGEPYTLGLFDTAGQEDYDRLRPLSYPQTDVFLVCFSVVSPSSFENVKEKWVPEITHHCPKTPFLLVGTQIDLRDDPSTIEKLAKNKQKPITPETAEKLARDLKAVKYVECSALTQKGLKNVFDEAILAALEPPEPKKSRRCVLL
Rac1 wt GTP bind – modulators of human Rac1 wildtype GTP binding; P63000; GST-Rac1 beads, fluorescent GTP binding, flow cytometry; actives lie on both sides; 0 = cold GTP competed, 100 = untreated; GTP binding activity (% of control), % at 10 µM; 190,000 compounds, 0.27% hits; AID 757;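 active = GTP binding activity at least 20 points away from the 100% control level, either lower or higher; inconclusive = compound flagged as likely green fluorescent, judged across all proteins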
Avidin fluor – avidin bead compound fluorescence profile; 220,000 compounds, 0.38% hits; AID 1775; fluorescence (KMESF) at 10 µM; Avidin beads, compound fluorescence 488/530 nm, flow cytometry; hits give high values; in the data active = fluorescence above about 47; note: inactives centre near 10
Mcl1 Noxa PPI – Mcl-1/Noxa interaction inhibition | Q07820 | TR-FRET Mcl-1/Noxa peptide binding, 2 h | AID 1022 | 220,000 compounds, 1.5% hits | inhibition, % at 21.7 µM;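 active = compounds that cut the protein-peptide binding signal by more than 50% relative to plate controls in a single-dose test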;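 note: His-tagged Mcl-1 with rhodamine Noxa BH3 peptide and terbium anti-His antibody; 0% = Mcl-1 plus Noxa peptide wells and 100% = peptide-only wells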
Mcl1-Bid inh – disrupts binding of human Mcl-1 to Bid peptide; Q07820; TR-FRET Mcl-1/Bid-Dy647 peptide binding, 1536-well; inhibition, % at 21.7 µM; 220,000 compounds, 0.97% hits;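 active = compounds that cut the binding signal by more than half at the single screening dose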;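 note: His-tagged Mcl-1 with europium anti-His antibody binding Bid BH3 peptide; 0% = Mcl-1 plus peptide wells and 100% = peptide-only wells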
HRas wt GTP – modulators of GTP binding to human HRas wildtype; P01112; GST-Ras wt beads, Bodipy-FL-GTP binding, flow cytometry; actives lie on both sides; GTP binding activity, % at 10 µM; 190,000 compounds, 0.14% hits;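 active = GTP binding activity at least 20% away from the 100% baseline, either lowered as inhibitor or raised as activator; inconclusive = flagged as likely green fluorescent, judged across all proteins in the well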;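 note: 0% = unlabeled GTP competition control and 100% = no-compound control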
Target sequence (P01112 whole entry, looked up): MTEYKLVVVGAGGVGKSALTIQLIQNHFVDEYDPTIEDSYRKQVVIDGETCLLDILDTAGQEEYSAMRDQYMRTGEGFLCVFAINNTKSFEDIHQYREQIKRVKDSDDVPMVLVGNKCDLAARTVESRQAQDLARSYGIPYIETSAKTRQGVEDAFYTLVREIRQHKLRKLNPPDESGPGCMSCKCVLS
Rac1 act GTP bind – human Rac1 activated mutant GTP binding change | GST-Rac1 activated beads, fluorescent GTP binding, flow cytometry; actives lie on both sides; 100% means binding = to untreated wells | percent activity (GTP binding), % at 10 µM | 190,000 compounds, 0.11% hits | AID 764;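 active = GTP binding at least 20 percentage points away from the 100% baseline, in either direction, so actives lie on both sides; inconclusive = Compound likely fluorescent itself, or too few beads counted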
Rab7 wt modul – alters GTP binding to wildtype dog Rab7. GTP binding activity (percent of control), % at 10 µM. GST-Rab7 beads, fluorescent GTP binding, flow cytometry; actives lie on both sides; untreated = 100%, excess cold GTP = 0%. 190,000 compounds, 0.055% hits. AID 758;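 active = fluorescent GTP binding to Rab7 beads changed by at least 20 points from the 100% baseline, either direction, mostly lower; inconclusive = compound itself probably fluorescent, or too few beads counted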;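 note: median green fluorescence of bound Bodipy-FL-GTP per Rab7 bead population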
An asterisk follows results filed as active; ? = inconclusive; · = not tested or not shown. No enrichment for hits; 2.7% or so of the library scored in one or more.

SMILES	Rab2 wt GTP	Bim-Mcl-1	Pf gametocyte	Cdc42 wt GTP	Rac1 wt GTP bind	Avidin fluor	Mcl1 Noxa PPI	Mcl1-Bid inh	HRas wt GTP	Rac1 act GTP bind	Rab7 wt modul
Clc1ccc(Cc2nnc(-c3ccccc3Br)o2)cc1	99	-6	·	99	99	4	17	6	98	96	98
CC1CCCC(NC(=O)CNCc2ccccc2F)C1C (centres undefined)	94	-2	·	94	100	10	11	33	95	96	98
Cc1ccc(NC(=O)C2OCCc3ccccc32)cc1C (centres undefined)	95	0	3	96	97	8	5	-26	96	95	95
N#Cc1ccc(Sc2nc3ccccc3[nH]2)cc1C#N	101	-1	-3	103	102	3	-1	-16	101	101	100
COc1ccc(/C=c2\sc3nc(=O)c(C)nn3c2=O)c(OC)c1	93	-2	13	94	95	11	5	-6	95	95	93
O=C(O)c1cn[nH]c1-c1cccc([N+](=O)[O-])c1	95	24	2	98	99	6	6	-60	97	99	97
Cc1cccc(C(=O)Nc2ccccc2SCC2CSc3nc4ccccc4c(=O)n32)c1 (centres undefined)	97	-1	-10	98	94	32	5	-4	98	93	97
CCS(=O)(=O)N1CCN(c2ccc([N+](=O)[O-])c(N3CCOCC3)c2)CC1	97	0	·	100	104	8	18	-11	98	99	97
O=C(Cn1nnc(-c2ccccc2)n1)NCc1ccc2c(c1)OCO2	98	-2	15	102	103	9	-3	-20	100	100	99
Cc1c(Cl)c([N+](=O)[O-])nn1CCCC(=O)NCCc1ccccc1	95	-2	26	96	101	21	-7	10	97	96	93
COC(=O)C1=C(C)NC(=O)C1(Nc1nccs1)C(F)(F)F (centres undefined)	101	-6	1	103	107	15	22	4	101	99	98
COc1ccc(C2=NCCc3cc(OC)c(OC)cc32)cc1	97	-1	7	101	104	7	20	3	98	101	101
N/C(=N\OC(=O)COc1ccc2ccccc2c1Br)c1cccnc1	96	-2	14	94	99	10	10	-1	96	95	101
Cc1cc(C)cc(C(=O)NC(=S)Nc2ccc3[nH]c(=O)[nH]c3c2)c1	100	1	1	96	99	10	43	-20	100	100	102
Cc1cccc(C(=O)Nc2ccc(O)c3c(=O)cc(-c4ccccc4Cl)oc23)c1	95	-3	5	100	99	9	-7	-10	96	100	94
O=C(NCCc1ccccc1)C(=O)NCC1CCCO1 (centres undefined)	100	6	5	102	104	5	6	-6	101	100	103
CCS(=O)(=O)N1CCN(Cc2nc3ccccc3c(=O)[nH]2)CC1	87	-3	·	·	92	4	-4	-54	81	91	82
CCC(=O)NC1CCN(C(=S)NC)CC1	98	-2	8	95	99	12	0	-37	98	94	98
CC1=CSC2=NC(=O)/C(=C\c3cccn3-c3ccccc3)C(=N)N12	97	-1	-10	96	104	14	30	-6	98	97	99
Cc1ccc(OCCOc2cccc3ccc(C)nc23)c([N+](=O)[O-])c1	94	1	·	100	95	9	28	10	94	95	92
Cc1ccc(N/C=C2\C(=O)C3(C)CCC2C3(C)C)cc1C (centres undefined)	100	0	5	96	97	14	-13	-36	98	94	100
Cc1ccc(C(=O)N/N=C/c2cc(C)n(-c3ccc(Br)cc3)c2C)cc1[N+](=O)[O-]	?	-1	·	?	?	16	-12	-35	?	?	?
CC1(C)CC(=O)C2=C(C1)NC1=C(C(=O)c3ccccc31)C2c1cccnc1 (centres undefined)	91	-3	·	93	95	19	49	-10	90	92	91
O=C(CN1CCOCC1)N1CCCc2c1c(=O)oc1ccc(OCc3ccccc3)cc21	95	-2	·	96	97	31	4	-5	96	95	97
O=C(CN1C(=O)/C(=C/c2c(F)cccc2Cl)Oc2ccccc21)NCc1ccco1	94	0	·	92	95	10	-13	-11	93	92	95
O=C(CC12CC3CC(CC(C3)C1)C2)NCc1ccco1	96	0	-8	97	97	11	3	-12	96	95	99
Cc1cccc(-n2c(O)c(C=Nc3cc(O)ccc3C)c3ccccc3c2=O)n1	94	0	-11	88	90	12	16	-19	92	91	95
O=C(COc1cccc(Br)c1)NN=C1c2ccccc2-c2ccccc21	95	-5	-14	99	100	13	23	47	97	95	94
CC(NC(=O)C1CCCN1C(=O)OCc1ccccc1)c1ccccc1 (centres undefined)	97	0	-7	102	101	8	1	2	102	98	98
CCN(CC)CCNC(=O)C(=O)NCC1OCCN1C(=O)c1ccc2c(c1)OCO2 (centres undefined)	97	-3	·	102	101	15	9	-19	99	102	98
CCOC(=O)c1cnc(-n2nc(C)cc2C)nc1NCc1ccc2c(c1)OCO2	102	-3	·	104	103	7	-2	17	103	100	100
N#CC1=C(S)N(c2ccc(F)cc2)C2(CCCCC2)NC1=O	95	0	6	96	99	8	-7	-18	95	95	93
Cc1cc(C)nc(SCc2nnc(SCC(=O)O)n2-c2ccccc2)n1	97	3	6	96	95	10	14	-16	95	95	102
O=C(NCc1ccccn1)C(=O)C1C(=O)Nc2ccccc21 (centres undefined)	98	-1	-6	95	98	11	4	-59	97	98	103
NS(=O)(=O)c1ccc(N2N=C(c3ccc(Br)cc3)CC2c2ccc(F)cc2)cc1 (centres undefined)	101	-5	·	95	102	5	-6	-3	99	98	101
Cc1c(CCOC(=O)C2C3CC4CC(C3)CC2C4)sc[n+]1CC(=O)c1ccc(Br)cc1 (centres undefined)	105	0	8	106	102	8	23	2	106	102	103
c1ccc(Oc2cc(-c3ccccc3)nc(-c3ccccc3)n2)cc1	100	-10	23	95	102	4	5	-6	100	100	99
O=C1CC(=O)N(CCNc2ncc(C(F)(F)F)cc2Cl)C(=O)N1	109	-9	10	112	114	33	8	-25	109	106	108
COc1cc(OC)c(NC(=O)CCc2nc(-c3cccs3)no2)cc1Cl	100	-2	·	102	105	5	3	10	101	101	101
CCOc1ccc2nc(NC(NC(=O)CC)(C(=O)OC)C(F)(F)F)sc2c1 (centres undefined)	102	1	-15	104	106	8	31	-22	102	100	102
COc1cccc(C(=O)NN2c3ccccc3CCc3ccccc32)c1	101	-5	7	101	102	13	10	-15	96	101	97
O=C(N/N=C/c1ccccn1)c1ccc(N/N=C/c2ccccn2)cc1	95	0	18	93	98	21	-1	-38	96	98	95
O=C(NCc1ccc2c(c1)OCO2)Nc1ccc2nsnc2c1	96	0	-11	94	94	6	2	-10	95	94	102
COc1ccc(CNC(=O)c2noc3c2CCCCC3)cc1	97	0	·	98	97	11	-11	1	99	95	100
Cc1ccc(N2C(=O)CC(c3ccsc3)C3=C2CC(C)(C)CC3=O)cc1 (centres undefined)	107	-1	·	104	104	16	7	-17	106	102	112
COc1ccc(/C(O)=C2/C(=O)C(=O)N(CCN(C)C)C2c2ccc(OC)c(OC)c2)c(C)c1 (centres undefined)	100	-4	·	101	100	12	19	-65	102	98	101
CCn1c(=O)n(CC(=O)N2CCN(c3ccccc3F)CC2)c(=O)c2ccccc21	95	-1	·	95	97	10	11	-21	96	94	94
CCCCCCCCN1C(=O)C(O)=C(C(C)=O)C1c1ccccn1 (centres undefined)	100	-7	-7	103	102	7	0	-7	101	100	97
Cc1cccc(NC(=S)Nc2ccc3cn[nH]c3c2)c1	98	0	-13	101	104	18	6	-36	97	98	96
COc1cccc(OCCOCCN(C)CCO)c1	?	-2	·	?	?	5	3	-1	?	?	?
CCOc1nnnc2c1sc1nc(N3CCOCC3)c3c(c12)CCCC3	102	-1	·	100	103	13	3	-5	101	97	101
Cc1[nH]n(-c2ccccc2)c(=S)c1C=Nc1ccc([N+](=O)[O-])cc1	98	-6	-10	99	103	3	37	-37	101	98	102
CCN=C(Nc1cccc(F)c1)SC1CC(=O)N(c2ccc(OC)cc2)C1=O (centres undefined)	101	1	-46	104	104	7	29	10	100	97	99
CC1(C)NC(=O)N(CCOCCOc2ccccc2-c2ccccc2)C1=O	97	-1	-24	94	96	9	1	-4	96	94	96
CCCCN(CCCC)c1ccc(C(=O)c2ccccc2C(=O)O)c(O)c1	98	-5	25	99	100	10	13	16	95	95	100
COc1cc(OC)cc(C(=O)N[C@H](C(=O)Nc2ccccc2N2CCOCC2)C(C)C)c1	100	1	-6	100	94	13	13	-25	99	97	95
COC(=O)c1ccc(CSc2nc3ccccc3[nH]2)o1	101	-3	·	102	101	33	2	-3	102	98	101
CC(=O)Nc1ccc(S(=O)(=O)NCC2CCC(C(=O)N3CCN(c4ccccn4)CC3)CC2)cc1 (centres undefined)	98	-2	·	97	98	12	6	-26	98	96	100
CCN(CC)c1ccc(/C=N/NC(=O)c2c[nH]c3ccccc23)cc1	97	-3	-19	99	102	5	15	-13	99	99	96
O=C(Nc1ccccc1F)C(=O)c1cn(CC(=O)N2CCCCC2)c2ccccc12	102	2	·	98	102	11	-9	0	100	101	102
(list continues)
SMILES	Rab2 wt GTP	Bim-Mcl-1	Pf gametocyte	Cdc42 wt GTP	Rac1 wt GTP bind	Avidin fluor	Mcl1 Noxa PPI	Mcl1-Bid inh	HRas wt GTP	Rac1 act GTP bind	Rab7 wt modul
O=C(O)CCc1ccc(-c2cccs2)n1NC(=O)c1ccccc1Br	100	-6	11	99	101	13	23	-4	100	99	101
Cc1ccc(OCC(=O)NNC(=O)c2cc3ccccc3o2)cc1C	102	-7	·	109	109	36	4	-7	104	104	100
CCN1CCN(S(=O)(=O)c2cc(OC)ccc2OC)CC1	102	0	·	105	104	21	-19	-5	104	101	103
CCn1c(-c2nonc2NC(=O)c2ccccc2)nc2ccccc21	100	0	·	102	106	10	28	-6	103	99	102
CN(C)CC/C=C1/c2ccccc2Sc2c(O)cc(Cl)cc21	100	-5	-41	100	101	20	36	-29	100	98	99
CN(C)C(=O)CSc1nnc(Cc2ccc([N+](=O)[O-])cc2)o1	102	-1	·	103	104	10	-16	-6	101	102	96
Cc1ccccc1NC(=O)C(C)c1cccc(C(=O)c2ccccc2)c1 (centres undefined)	96	-3	·	102	107	11	5	-33	100	101	99
CCC(Oc1ccccc1)C(=O)Nc1ccc(S(=O)(=O)Nc2cnc3ccccc3n2)cc1 (centres undefined)	96	0	·	98	95	32	14	12	98	94	96
Cc1ccc(-c2nc(N/N=C/c3cccc([N+](=O)[O-])c3)c3ccccc3n2)cc1	95	-2	-4	100	101	21	54*	60*	99	94	92
COC(=O)c1sccc1NC(=O)c1ccoc1C	101	-12	4	99	98	10	1	-4	102	99	99

2 records drawn at random from those above:
SMILES	Rab2 wt GTP	Bim-Mcl-1	Pf gametocyte	Cdc42 wt GTP	Rac1 wt GTP bind	Avidin fluor	Mcl1 Noxa PPI	Mcl1-Bid inh	HRas wt GTP	Rac1 act GTP bind	Rab7 wt modul
CN(C)C(=O)CSc1nnc(Cc2ccc([N+](=O)[O-])cc2)o1	102	-1	·	103	104	10	-16	-6	101	102	96
Cc1ccc(OCC(=O)NNC(=O)c2cc3ccccc3o2)cc1C	102	-7	·	109	109	36	4	-7	104	104	100
